Tau fluor counter: counter-screen for tau fibril formation inhibitors | tau K18 P301L Alexa594 fluorescence, heparin fibrillization | actives 0.93% (n = 280,000) | AID 1463 | Potency, µM (titrated, usually from 57.7 µM), without a hit: top-dose activity change, negative = decrease; further: on the % scale 0 is the no-effect control and ±100 the full control effect; nearly all actives have a fitted effect of over 55% in size
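Human tau K18 P301L (15 uM unlabeled, 0.24 uM Alexa 594-labeled) in 100 mM sodium acetate pH 7 with 20 uM heparin, 6 hr at 37 C. ThT 30 uM added, 1 hr ambient; Alexa 594 FP and total fluorescence read at 555/632 nm.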
ALDH1A1 inh: inhibitors of human aldehyde dehydrogenase 1A1; P00352; Purified ALDH1A1, NADH fluorescence, propionaldehyde substrate; Potency, µM (series often up to 75.3 µM), for inactives: at the top dose activity, negative = inhibition, most hits filed as inhibitors; actives 7.3% (n = 220,000); AID 1030; active means well fitted inhibition curve with a large enough effect, not every such curve was filed as active; inconclusive means small, poorly fitted or top-dose-only effect, or another doubt; inactive means no such curve, though single readings can be large or run the other way;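 further: plate controls were no enzyme wells and a reference inhibitor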
Target sequence (P00352 whole entry, looked up): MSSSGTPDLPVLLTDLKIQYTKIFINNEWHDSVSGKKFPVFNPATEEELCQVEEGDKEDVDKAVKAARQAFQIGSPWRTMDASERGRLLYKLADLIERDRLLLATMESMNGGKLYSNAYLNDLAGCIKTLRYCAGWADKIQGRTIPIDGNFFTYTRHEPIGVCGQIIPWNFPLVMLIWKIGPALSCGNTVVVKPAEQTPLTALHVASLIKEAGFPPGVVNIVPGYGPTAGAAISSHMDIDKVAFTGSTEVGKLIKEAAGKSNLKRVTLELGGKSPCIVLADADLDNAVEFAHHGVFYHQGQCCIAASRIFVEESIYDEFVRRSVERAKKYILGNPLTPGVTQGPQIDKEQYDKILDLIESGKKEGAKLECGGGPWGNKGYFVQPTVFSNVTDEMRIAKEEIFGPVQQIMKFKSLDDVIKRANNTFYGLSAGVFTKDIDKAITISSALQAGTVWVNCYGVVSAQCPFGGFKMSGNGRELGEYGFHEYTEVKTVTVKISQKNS
GAA glycogen: alters human alpha-glucosidase cleavage of glycogen; recombinant GAA, glycogen substrate, Amplex Red glucose oxidase fluorescence; actives 0.38% (n = 300,000); AID 2100; Potency, µM (titrated, usually from 76.4 µM), without a hit: at the highest dose activity change, negative = inhibition, actives largely listed as inhibitors;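 further: 0% = full enzyme reaction and -100% = no-enzyme basal signal; the screen sought inhibitors and activators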
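Recombinant human enzyme (4 nM); glycogen substrate; 37 C, 40 min, pH 5.0. Readout: coupled glucose oxidase/Amplex Red fluorescence.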
NPSR antagonist: neuropeptide S receptor (human) antagonism, cAMP; actives 1% (n = 220,000); Potency, µM (top dose mostly 38.3 µM), without a hit: top-dose activity change, negative = inhibition, actives largely listed as inhibitors; CHO-NPSR cells, cAMP TR-FRET, antagonist mode; AID 1461; Q6W5P4; further: on the % scale 0 is the no-effect control and ±100 the full control effect; nearly all actives have a fitted effect of over 50% in size; many of its hits are not listed in these tables
Target sequence (Q6W5P4 whole entry, looked up): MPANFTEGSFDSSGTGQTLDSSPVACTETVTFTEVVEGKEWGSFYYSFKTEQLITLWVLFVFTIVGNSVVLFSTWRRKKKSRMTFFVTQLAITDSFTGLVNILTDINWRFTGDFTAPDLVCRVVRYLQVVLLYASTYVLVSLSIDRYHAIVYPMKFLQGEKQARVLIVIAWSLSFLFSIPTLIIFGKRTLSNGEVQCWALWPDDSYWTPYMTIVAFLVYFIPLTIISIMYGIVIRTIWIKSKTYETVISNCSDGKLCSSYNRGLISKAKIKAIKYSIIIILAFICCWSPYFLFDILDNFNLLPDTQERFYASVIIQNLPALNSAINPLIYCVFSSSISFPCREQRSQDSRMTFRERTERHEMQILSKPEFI
aGal spleen mod: alpha-galactosidase A (human) modulation. P06280. human spleen homogenate, 4MU-alpha-Gal fluorescence, 40 min. Potency, µM (titrated, usually from 80 µM), without a hit: top-dose activity change, negative = inhibition, most hits filed as inhibitors. actives 0.008% (n = 240,000);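 further: 0% = enzyme with vehicle and -100% = no enzyme basal signal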
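Human spleen homogenate (1 ug) was the enzyme source, with 4-methylumbelliferyl-alpha-D-galactopyranoside (1 mM final) in pH 5.0 citrate buffer with 0.01% Tween-20. Compounds were titrated; after 40 min at 37C, NaOH/glycine stop, 4-MU fluorescence read; AC50 from Hill fits.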
GAA inhib: alpha-glucosidase (human) inhibition | P10253 | actives 0.005% (n = 200,000) | AID 1466 | purified human GAA, 4-MU-alpha-glucoside fluorescence | Potency, µM (top dose mostly 76.9 µM), inactives show at the top dose activity change, negative = inhibition, usual class: inhibitors;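 further: plate controls were uninhibited enzyme wells for no effect and no-enzyme background for full effect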
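Read-out is 4-methylumbelliferone fluorescence (Ex 365/Em 440 nm) after NaOH/glycine stop at pH 10. Enzyme 4 nM, substrate 400 uM, pH 5.0 citrate buffer, 20 min room temperature; AC50 from Hill-equation concentration-response.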
Epigenetic reg: epigenetic control regulation, reporter derepression; murine LDR cells, GFP reporter derepression, 30 h; Potency, µM (doses to about 53.9 µM), inactives show top-dose GFP activation, most hits filed as activators; actives 0.2% (n = 280,000); AID 1865; further: % of control where 0% means no effect; nearly all actives have a fitted effect of over 60% in size
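GFP-positive cell count by laser-scanning cytometry (objects 20–120 um) after 30 h, 37 C compound exposure of murine LDR cells; reporter is CMV-GFP integrated at a silenced locus, inducible by HDAC or DNMT inhibitors.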
GAA spleen mod: inhibits or activates alpha-glucosidase in human spleen homogenate; P10253; human spleen homogenate, 4-MU-alpha-glucoside fluorescence; Potency, µM (highest dose often 79.9 µM), for inactives: top-dose activity change, negative = inhibition, actives largely listed as inhibitors; actives 0.006% (n = 240,000); AID 2112;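 further: 0% = enzyme with vehicle and -100% = no enzyme basal signal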
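Enzyme source: human spleen homogenate, 1 ug/well. Buffer 50 mM citric acid/K phosphate pH 5.0, 0.01% Tween-20. 4-MU-alpha-glucoside 1 mM; 37 C x 40 min; NaOH/glycine stop; fluorescence.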
* marks the source's active call; other numbers are inactive results; & = joins results of further samples; [ ] = remark or other dose. Unless noted, the call rests on the fitted dose curve; in most records, active means well fitted curve in the direction sought with a large enough effect; inconclusive means small, poorly fitted or top-dose-only effect, or another doubt; inactive means no such curve, though single readings can be large; an effect the other way counts as inactive or inconclusive. Potency means the concentration at half of the fitted maximal effect. The list is partial, so the mix of outcomes need not match the whole.

Screening CCCn1ccc(O)c(Cc2ccc(Cl)cc2)c1=O returned Tau fluor counter -3%, ALDH1A1 inh -1%, GAA glycogen 15%, NPSR antagonist 55%, aGal spleen mod -3%, GAA inhib 12%, Epigenetic reg -1.4% and GAA spleen mod 2%.
CC(C)(C)c1ccc(/C=N/Nc2ccc(C(=O)O)cc2)cc1 was read as Tau fluor counter inconclusive, ALDH1A1 inh 4%, GAA glycogen inconclusive, NPSR antagonist -24%, aGal spleen mod 6%, GAA inhib -2%, Epigenetic reg 0.9% and GAA spleen mod -3%.
For COc1ccc(/C=C(\C#N)C(=O)OCC(=O)Nc2c(C)cccc2C(C)C)cc1 the results were Tau fluor counter -2%, ALDH1A1 inh 0%, GAA glycogen 9%, NPSR antagonist 5%, aGal spleen mod -14%, GAA inhib 0%, Epigenetic reg -2.1% and GAA spleen mod -8%.
Screening CN1/C(=C\C(=O)c2ccco2)c2ccccc2CC1(C)C returned Tau fluor counter 4%, ALDH1A1 inh -12%, GAA glycogen 8%, NPSR antagonist -6%[46.1 µM], aGal spleen mod -5%, GAA inhib inconclusive, Epigenetic reg 0.0% and GAA spleen mod -8%.
Screening C=CCN1C(=O)S/C(=C/c2ccc(Sc3nc4ccccc4[nH]3)o2)C1=O returned Tau fluor counter inconclusive, ALDH1A1 inh 10µM*, GAA glycogen -7%, NPSR antagonist 6%, aGal spleen mod 0%, GAA inhib -3%, Epigenetic reg 0.0% and GAA spleen mod 6%.
`Nc1cccc2c1C(=O)N(CC(=O)NC13CC4CC(CC(C4)C1)C3)C2=O` gave Tau fluor counter -6%, ALDH1A1 inh inconclusive, GAA glycogen 5%, NPSR antagonist -21%, aGal spleen mod 3%, GAA inhib inconclusive, Epigenetic reg 0.0% and GAA spleen mod -9%.
`O=C(Cc1ccc(Br)cc1)NCCc1ccc(Cl)cc1Cl` gave Tau fluor counter -16%, ALDH1A1 inh 11%, GAA glycogen -10%, NPSR antagonist -6%, aGal spleen mod -6%, GAA inhib 0%, Epigenetic reg 2.0% and GAA spleen mod -1%.
`Cc1ccc(N(CCC#N)C(=O)CSc2ccc3c(c2)OCCO3)cc1` gave Tau fluor counter -7%, ALDH1A1 inh inconclusive, GAA glycogen -3%, NPSR antagonist -11%[46.1 µM], aGal spleen mod 7%, GAA inhib -8%, Epigenetic reg -1.4% and GAA spleen mod 4%.
COc1ccccc1N1CCN(C(=O)CSc2ncnc3scc(-c4ccccc4)c23)CC1 was read as Tau fluor counter -6%, ALDH1A1 inh inconclusive, GAA glycogen -9%, NPSR antagonist -25%, aGal spleen mod 8%, GAA inhib -1%, Epigenetic reg -1.0% and GAA spleen mod 1%.
Screening CN(C)c1ccnc2c[cH-]cc12.[Fe].c1ccc(-[c-]2[c-](-c3ccccc3)[c-](-c3ccccc3)[c-](-c3ccccc3)[c-]2-c2ccccc2)cc1 (stereo unspecified) returned Tau fluor counter -26%&-29%, GAA glycogen 6%&7%, NPSR antagonist -12%&5%, aGal spleen mod 1%&4%, Epigenetic reg 9.7%&-3.5% and GAA spleen mod -1%&4%.
Cc1cc(OCC(=O)O/N=C(\N)c2ccccc2)ccc1Cl was read as Tau fluor counter -4%, ALDH1A1 inh 3%, GAA glycogen 2%, NPSR antagonist -6%, aGal spleen mod 7%, GAA inhib -9%, Epigenetic reg 0.0% and GAA spleen mod 1%.
For Cc1ccc(S(=O)(=O)N(Cc2nccn2C)C(C)C)cc1 the results were Tau fluor counter -4%, ALDH1A1 inh -13%, GAA glycogen 4%, NPSR antagonist -10%[46.1 µM], aGal spleen mod 7%, GAA inhib 0%, Epigenetic reg 0.0% and GAA spleen mod 7%.
`COc1cc(C(=O)NNC(=O)c2cc(C)[nH]n2)cc(OC)c1OC` gave Tau fluor counter 1%, ALDH1A1 inh 2%, GAA glycogen -8%, NPSR antagonist 10%, aGal spleen mod 2%, GAA inhib 9%, Epigenetic reg -0.1% and GAA spleen mod 11%.
For CCOc1ncccc1C(=O)OCC(=O)NC1CC1 the results were Tau fluor counter -1%, ALDH1A1 inh inconclusive, GAA glycogen 0%, NPSR antagonist 17%, aGal spleen mod -3%, GAA inhib -8%, Epigenetic reg 1.7% and GAA spleen mod -4%.
For Cc1cc(C)n(-c2ccc(C(=O)N3CC(C)OC(C)C3)cc2)n1 (stereo unspecified) the results were Tau fluor counter 1%, ALDH1A1 inh -2%, GAA glycogen 0%, NPSR antagonist inconclusive, aGal spleen mod 0%, GAA inhib 0%, Epigenetic reg 5.2% and GAA spleen mod -9%.
Cc1onc(-c2c(Cl)cccc2Cl)c1NC(=O)NN(C)c1ccc([N+](=O)[O-])cn1 was read as Tau fluor counter 6%, GAA glycogen -1%, NPSR antagonist 11%, aGal spleen mod -12%, Epigenetic reg -1.7% and GAA spleen mod -7%.
COCCn1cnnc1SCC(=O)c1ccc(S(=O)(=O)N2CCCC2)cc1 was read as Tau fluor counter 6%, ALDH1A1 inh inconclusive, GAA glycogen -2%, NPSR antagonist -7%[46.1 µM], aGal spleen mod -1%, GAA inhib -14%, Epigenetic reg -1.5% and GAA spleen mod -2%.
Screening COC(=O)CS(=O)(=O)c1cccc2cccnc12 returned Tau fluor counter -5%, ALDH1A1 inh -8%, GAA glycogen 2%, NPSR antagonist 15%, aGal spleen mod -7%, GAA inhib 6%, Epigenetic reg 1.1%[10.1 µM] and GAA spleen mod -1%.
COC(=O)c1ccc(-c2ccc(C(c3c(C)[nH][nH]c3=O)c3c(C)[nH][nH]c3=O)o2)cc1 was read as Tau fluor counter -26%, ALDH1A1 inh 3.5µM*, GAA glycogen -11%, NPSR antagonist 9%, aGal spleen mod 5%, GAA inhib 3%, Epigenetic reg 0.8% and GAA spleen mod 0%.
`CC(N)(C(=O)O)c1ccc(P(=O)(O)O)cc1` (stereo unspecified) gave Tau fluor counter -4%, ALDH1A1 inh 11%, aGal spleen mod -9%, Epigenetic reg 0.0% and GAA spleen mod 4%.

Part of the list above in order of number of heavy atoms, falling:
COCCn1cnnc1SCC(=O)c1ccc(S(=O)(=O)N2CCCC2)cc1 was read as Tau fluor counter 6%, ALDH1A1 inh inconclusive, GAA glycogen -2%, NPSR antagonist -7%[46.1 µM], aGal spleen mod -1%, GAA inhib -14%, Epigenetic reg -1.5% and GAA spleen mod -2%.
`Cc1ccc(N(CCC#N)C(=O)CSc2ccc3c(c2)OCCO3)cc1` gave Tau fluor counter -7%, ALDH1A1 inh inconclusive, GAA glycogen -3%, NPSR antagonist -11%[46.1 µM], aGal spleen mod 7%, GAA inhib -8%, Epigenetic reg -1.4% and GAA spleen mod 4%.
`CC(N)(C(=O)O)c1ccc(P(=O)(O)O)cc1` (stereo unspecified) gave Tau fluor counter -4%, ALDH1A1 inh 11%, aGal spleen mod -9%, Epigenetic reg 0.0% and GAA spleen mod 4%.

Returning to the listing, repeating the two entries before the break.
COC(=O)c1ccc(-c2ccc(C(c3c(C)[nH][nH]c3=O)c3c(C)[nH][nH]c3=O)o2)cc1 was read as Tau fluor counter -26%, ALDH1A1 inh 3.5µM*, GAA glycogen -11%, NPSR antagonist 9%, aGal spleen mod 5%, GAA inhib 3%, Epigenetic reg 0.8% and GAA spleen mod 0%.
`CC(N)(C(=O)O)c1ccc(P(=O)(O)O)cc1` (stereo unspecified) gave Tau fluor counter -4%, ALDH1A1 inh 11%, aGal spleen mod -9%, Epigenetic reg 0.0% and GAA spleen mod 4%.
`Cc1cc2nc3n(c2cc1C)CC1CC(C(=O)NCc2cccc(C(F)(F)F)c2)N(C)C31` (stereo unspecified) gave Tau fluor counter -1%, GAA glycogen 2%, NPSR antagonist 1%, aGal spleen mod -10%, Epigenetic reg -1.2% and GAA spleen mod 0%.
Cc1ccc(C2=Nc3ccccc3NC(C)(c3ccc(C)o3)C2)o1 (stereo unspecified) was read as Tau fluor counter -12%, ALDH1A1 inh 22µM*, GAA glycogen -13%, NPSR antagonist -11%[46.1 µM], aGal spleen mod 7%, GAA inhib 0%, Epigenetic reg 2.0% and GAA spleen mod -5%.
Screening Cc1ccccc1N1C(=O)CC2(CCCC2)CC1=O returned Tau fluor counter -1%, ALDH1A1 inh 4%, GAA glycogen -9%, NPSR antagonist 5%, aGal spleen mod 3%, GAA inhib 2%, Epigenetic reg 0.2% and GAA spleen mod -5%.
Cc1ccc2occ(/C=N/O)c(=O)c2c1 was read as Tau fluor counter -8%, ALDH1A1 inh inconclusive, GAA glycogen -1%, NPSR antagonist -12%[46.1 µM], aGal spleen mod 0%, GAA inhib 9%, Epigenetic reg -1.1% and GAA spleen mod -2%.
Screening COc1ccc(S(=O)(=O)NCC(c2cccnc2)N2CCN(c3ccc(F)cc3)CC2)cc1C (stereo unspecified) returned Tau fluor counter -13%, ALDH1A1 inh inconclusive, GAA glycogen -18%, NPSR antagonist -10%[46.1 µM], aGal spleen mod -5%, GAA inhib -14%, Epigenetic reg -2.0% and GAA spleen mod -8%.
Screening O=C(Nc1cccc(C(F)(F)F)c1)OCCN1CCN(Cc2ccccc2)CCC1=O returned Tau fluor counter -27%[81.3 µM], ALDH1A1 inh 8%&-2%, GAA glycogen -1%, NPSR antagonist -9%, aGal spleen mod -4%&1%, GAA inhib -1%[15.4 µM], Epigenetic reg -1.5%&0.9% and GAA spleen mod -10%&2%.
Screening O=c1[nH][nH]cc1C=Nc1ccccc1O returned Tau fluor counter 0%, ALDH1A1 inh inconclusive, GAA glycogen inconclusive, NPSR antagonist -12%[46.1 µM], aGal spleen mod -2%, GAA inhib 6%, Epigenetic reg inconclusive and GAA spleen mod -20%.
`COC(=O)CCN1CCc2cc(N=Nc3ccc([N+](=O)[O-])cc3)ccc21` gave Tau fluor counter inconclusive, GAA glycogen 9%, NPSR antagonist -25%, aGal spleen mod -11%, Epigenetic reg 2.1% and GAA spleen mod -2%.
CCC(C)OC(=O)C[N+](C)(C)CCOC1CC2CCC1(C)C2(C)C (stereo unspecified) was read as Tau fluor counter 3%, ALDH1A1 inh -1%, GAA glycogen 11%, NPSR antagonist -8%, aGal spleen mod -11%, GAA inhib 12%, Epigenetic reg 0.0% and GAA spleen mod 3%.
`CC(=O)C1C(c2ccc(Cl)cc2)c2c(noc2C)CC1(C)O` (stereo unspecified) gave Tau fluor counter -10%, GAA glycogen 3%, NPSR antagonist 15%, aGal spleen mod 1%, Epigenetic reg 0.0% and GAA spleen mod -3%.

Source: PubChem
